A549 viability = A549 cytotoxicity, counter-screen for Nrf2 inhibitors | A549 ARE-Fluc cells, CellTiter-Fluor viability, 18-24 h | Potency, µM (doses to about 46 µM), for inactives: at the top dose activity change, negative = cytotoxicity, actives largely listed as inhibitors | 390,000 tested, 0.16% active; note: potency is the fitted concentration of half-maximal effect; % is set by controls: 0 for no effect and ±100 for the full control effect
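A549 ARE-Fluc cells in 5% FBS OPTI-MEM, 5000 cells/well, rested 2 h then exposed to compounds in concentration-response for 18-24 h at 37 °C. Viability by CellTiter-Fluor fluorescence (Ex 405/Em 525) after 30 min; luciferase luminescence (BugLite, 15 min, RT) read afterwards.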
EPAC2 agonist = agonists of human EPAC2 (RAPGEF4); Q8WZA2; EPAC2 activation, biochemical qHTS; response scale: 100% = 6.5 mM cAMP response; Potency, µM (series often up to 154 µM), without a hit: at the highest dose activation, hits mostly activators; 360,000 tested, 0.079% active; AID 720711; note: potency is the fitted concentration of half-maximal effect; nearly all actives have a fitted effect of over 50% in size
Target sequence (Q8WZA2 whole entry, looked up): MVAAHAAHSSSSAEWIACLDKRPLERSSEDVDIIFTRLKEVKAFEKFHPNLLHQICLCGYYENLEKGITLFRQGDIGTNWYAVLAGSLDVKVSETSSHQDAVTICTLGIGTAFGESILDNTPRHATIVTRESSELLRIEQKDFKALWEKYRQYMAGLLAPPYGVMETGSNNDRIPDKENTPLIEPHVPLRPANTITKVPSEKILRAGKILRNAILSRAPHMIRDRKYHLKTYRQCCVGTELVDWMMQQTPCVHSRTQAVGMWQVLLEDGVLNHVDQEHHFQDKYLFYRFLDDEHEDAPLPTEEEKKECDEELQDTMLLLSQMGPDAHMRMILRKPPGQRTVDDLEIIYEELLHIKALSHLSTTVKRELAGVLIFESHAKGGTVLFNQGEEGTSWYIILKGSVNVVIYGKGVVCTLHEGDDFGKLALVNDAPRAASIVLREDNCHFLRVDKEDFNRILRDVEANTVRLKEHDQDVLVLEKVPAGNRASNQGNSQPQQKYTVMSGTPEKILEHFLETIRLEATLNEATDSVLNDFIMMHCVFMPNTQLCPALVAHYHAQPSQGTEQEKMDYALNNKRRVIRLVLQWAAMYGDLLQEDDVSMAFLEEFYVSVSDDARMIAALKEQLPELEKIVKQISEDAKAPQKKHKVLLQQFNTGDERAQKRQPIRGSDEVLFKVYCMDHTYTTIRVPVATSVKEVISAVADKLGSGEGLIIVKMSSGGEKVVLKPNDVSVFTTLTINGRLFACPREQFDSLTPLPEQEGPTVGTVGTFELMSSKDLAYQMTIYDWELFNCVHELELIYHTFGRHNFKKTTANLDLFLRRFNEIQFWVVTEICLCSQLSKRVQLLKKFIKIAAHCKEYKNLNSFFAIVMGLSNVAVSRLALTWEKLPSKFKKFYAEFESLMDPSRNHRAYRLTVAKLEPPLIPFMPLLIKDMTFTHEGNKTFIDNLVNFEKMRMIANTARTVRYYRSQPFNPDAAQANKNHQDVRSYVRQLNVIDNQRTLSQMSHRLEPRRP
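In this primary screen, activation is scored as increased exchange of BODIPY-GDP from Rap1B by 100 nM EPAC2, with 50 uM GDP as competitor. Signal is normalized to the 6.5 mM cAMP agonist control.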
Mm-Cpn inhibitor = blocks the Methanococcus maripaludis chaperonin Mm-Cpn. Potency, µM (top dose mostly 76.9 µM), without a hit: at the top dose activity, negative = inhibition, actives largely listed as inhibitors. purified Mm-Cpn ATPase, ADP Transcreener TR-FRET. 330,000 tested, 0.031% active; note: potency is the fitted concentration of half-maximal effect; % is set by controls: 0 for no effect and ±100 for the full control effect; nearly all actives have a fitted effect of over 80% in size
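25 nM Mm-CPN + cpd, 10 min 37°C; + 10 uM ATP, 30 min 37°C; buffer 30 mM Tris pH 7.4, 100 mM KCl, 5 mM MgCl2, 1 mM DTT; Transcreener ADP HTRF detection 30 min RT.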
EPAC2 antag = EPAC2 (human) antagonism. AID 720708. Potency, µM (highest dose often 114 µM), for inactives: top-dose activity, negative = inhibition, actives largely listed as inhibitors. Q8WZA2. EPAC2 GEF exchange of Rap1B-BODIPY-GDP, fluorescence. 360,000 tested, 0.18% active; note: potency is the fitted concentration of half-maximal effect; % is set by controls: 0 for no effect and ±100 for the full control effect; nearly all actives have a fitted effect of over 45% in size; many of its hits are not listed in these tables
pAkt inh = Akt phosphorylation inhibition; Neuro2A IGF-stimulated pAkt S473 HTRF, 20 min; stronger effect = lower value; activity change, % for hits at 50 µM; 360,000 tested, 0.32% active; AID 651550; in the data active = activity change below about -80%; inconclusive = mostly about -51% to -80%; note: % is set by controls: 0 for no effect and ±100 for the full control effect
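Neuro2A cells (4,500/well, DMEM with 0.5% FBS) were treated with compound at a single 50 µM final concentration, stimulated with 6 nM IGF for 20 min at 37 °C, and lysed. Phospho-Akt Ser473 was read by HTRF as 665/615 ratio ×10^4.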
CCT chaperon mod = changes cytosolic chaperonin activity | activity change, % (concentration not given with the values), hits read low | purified chaperonin ATPase assay, HTRF ADP detection, 30 min | 360,000 tested, 0.3% active | AID 651819; in the data active = activity change below about -30%; note: % is set by controls: 0 for no effect and ±100 for the full control effect
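Enzyme 40 or 20 nM (batch-dependent) in Tris pH 7.4/KCl/MgCl2/DTT; cpd 76 uM single point; ATP 10 uM; 30 min 37 °C; Transcreener ADP HTRF detection, 30 min RT; ratio 665/615.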
Nrf2 inh = inhibitors of Nrf2 signaling | A549 ARE-Fluc reporter, luciferase luminescence, 18-24 h | Potency, µM (series often up to 46 µM), for the others: at the top dose activity change, negative = inhibition, actives largely listed as inhibitors | 360,000 tested, 2.1% active | AID 504444; note: potency is the fitted concentration of half-maximal effect; % is set by controls: 0 for no effect and ±100 for the full control effect; nearly all actives have a fitted effect of over 60% in size
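In this cell-based qHTS, ARE-driven firefly luciferase in A549 cells reports Nrf2 activity; the luminescent signal after BugLite lysis is the measured value, with a prior CellTiter-Fluor read for cell health.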
TGFb inhibitor = blocks TGF-b signaling; 410,000 tested, 1.2% active; HepG2 CAGA-GFP TGF-b/SMAD3 reporter, GFP fluorescence, 18 h; TGF-beta stimulated, 500 pg/mL final; Potency, µM (top dose mostly 46.1 µM), for the others: at the top dose activity, negative = inhibition, usual class: inhibitors; AID 588855; note: potency is the fitted concentration of half-maximal effect; % is set by controls: 0 for no effect and ±100 for the full control effect; nearly all actives have a fitted effect of over 65% in size
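Inhibition of TGF-beta-driven CAGA-GFP reporter expression in HEPG2 cells is measured by cellular GFP fluorescence after 18 h stimulation with 500 pg/mL recombinant TGF-beta in 1% FBS medium at 37 degrees C.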
Nrf2 ARE act = activators of Nrf2 (ARE) signaling; AID 624171; 410,000 tested, 0.31% active; Potency, µM (titrated, usually from 46.1 µM), without a hit: at the highest dose activation, usual class: activators; AREc32 ARE-luciferase reporter (MCF7-derived line), luminescence, 24 h; note: potency is the fitted concentration of half-maximal effect; % of control where 0% means no effect; nearly all actives have a fitted effect of over 65% in size
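ARE-driven firefly luciferase activity in AREc32 cells measured after a 24 hr compound exposure at 37 deg C, using Steady-Glo reagent and a 30 min room-temperature hold.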
* marks the source's active call; other numbers are inactive results; i = inactive; ? = inconclusive; · = no result given. Unless noted, calls come from the whole dose curve; as a rule, active = well fitted curve in the direction sought with a large enough effect; inconclusive = small, poorly fitted or top-dose-only effect, or another doubt; inactive = no such curve, though single readings can be large; an effect the other way counts as inactive or inconclusive. This is a subset. The share of hits here may be higher or lower than overall.

SMILES	A549 viability	EPAC2 agonist	Mm-Cpn inhibitor	EPAC2 antag	pAkt inh	CCT chaperon mod	Nrf2 inh	TGFb inhibitor	Nrf2 ARE act
C[C@]12CCC(=O)C=C1CC[C@@H]1[C@@H]2C(=O)C[C@@]2(C)[C@H]1CC[C@]2(O)C(=O)CO	-2%	7%	0%	-2%	i	-1.8	-8%	-10%	-0.9%
CCOC(=O)N(CC)OC(=O)Nc1ccc(Cl)cc1	-7%	4%	0%	5%	i	4.2	6%	-5%	2.8%
Cc1ccc(S(=O)(=O)c2nc(-c3cccs3)oc2N2CCC(C)CC2)cc1	-5%	·	·	·	·	·	-26%	?	8.1%
COc1ccc(C(=O)Nc2nnc(S(=O)(=O)N3CCCc4ccccc43)s2)cc1	7%	·	·	·	·	·	-9%	?	9.1%
O=c1c2oc3ccccc3c2ncn1Cc1ccc(Cl)cc1	-4%	-3%	?	1%	i	-0.2	11%	7%	0.3%
CCOc1cccc2cc(-c3nc4sc5c(c4c(=O)[nH]3)CCC(C)C5)c(=O)oc12 (stereo not drawn)	-4%	·	·	·	·	·	?	32%	0.5%
COc1ccc(S(=O)(=O)N[C@H](C(=O)O)C(C)C)cc1	11%	2%	1%	-3%	i	-4.1	1%	2%	-0.1%
O=C(CCn1c(=S)oc2ccccc21)Nc1ccccc1Br	2%	5%	1%	2%	i	2.1	6%	7%	0.1%
N#Cc1nc(COc2ccc(F)cc2)oc1N1CCC(Cc2ccccc2)CC1	1%	13%	0%	-10%	i	1.1	5%	23%	-0.5%
CCC1NC(=O)c2cccnc2-n2c1nc1cc(C)cc(C)c1c2=O (stereo not drawn)	·	-9%	·	-7%	i	-1.7	·	21%	3.6%
COc1ccccc1CNC(=O)c1cccc(S(=O)(=O)N2CCCC2)c1	7%	1%	0%	-3%	i	-0.7	-10%	-2%	-0.2%
COc1ccc(CC(N)c2csc(NC(=O)C(c3ccccc3)c3ccccc3)n2)cc1 (stereo not drawn)	·	17%	·	3%	i	-1.3	·	?	-4.8%
CCOc1ccc(NC(=O)c2nnn(CC(=O)Nc3ccccc3OCC)c2N)cc1	-8%	-5%	-3%	22%	i	-0.4	8%	0%	-0.2%
COC(=O)[C@H](CO)N1C(=O)[C@@H]2[C@H](C1=O)C1C=C[C@H]2C1	4%	8%	·	1%	i	0.1	10%	-22%	0.7%
COc1cc(N(C)C)c(NC(C)=O)cc1C(=O)O	-3%	5%	0%	0%	·	-1.2	7%	0%	-0.3%
CCOc1ccc(NS(=O)(=O)c2c(C)nc3sc(C)c(C)n3c2=O)cc1	-4%	·	·	·	·	·	?	-32%	0.0%
Cc1nc(C)c(C(=O)C2=C(O)C(=O)N(CCN(C)C)C2c2ccccc2)s1 (stereo not drawn)	0%	-12%	?	0%	i	-1.6	11%	24%	0.0%
CCCc1cc(=O)[nH]c(SCC(=O)N(C)CC(=O)Nc2ccc(F)cc2)n1	0%	6%	0%	2%	i	-2.7	8%	2%	-0.7%
CCCCN(C=O)c1c(CC)nc2c(OCCn3cccc3)cccn12	·	12%	·	3%	i	-1.9	·	-17%	3.6%
CC(=O)NC1=NN(C(C)=O)C(C)(c2ccc(C)o2)S1 (stereo not drawn)	3%	5%	-2%	-2%	i	1.3	?	-6%	0.0%
COc1ccccc1NC(=S)N1CCC(NC(=O)c2ccco2)CC1	-2%	1%	1%	-3%	i	-0.1	?	-8%	-0.2%
COc1ccc(CSCC(=O)N/N=C/c2ccc(OCC(=O)NCc3ccco3)cc2)cc1	-13%	0%	1%	-2%	i	0.1	?	-2%	4.1%
O=C(CN1C(=O)COc2ccc(S(=O)(=O)N3CCCC3)cc21)Nc1cccc(F)c1	1%	-4%	-1%	-1%	i	0.7	10%	-21%	0.2%
CC(O)Cc1cn([C@@H](CCCCN)C(=O)N2CCNCC2)nn1 (stereo partly drawn)	7%	3%	·	24%	i	-3.6	16%	24%	-1.0%
CCOc1ccc(-c2nc(-c3ccncc3)no2)cc1OCC	-6%	-9%	2%	2%	i	-5.2	8%	7%	4.8%
O=C(NCc1cccnc1)c1ccc([N+](=O)[O-])cc1	1%	8%	1%	3%	i	-2.7	-6%	7%	0.0%
Cc1cc(C(F)(F)F)nc(SCC(=O)Nc2nccs2)n1	2%	4%	-7%	-8%	i	-0.6	-8%	0%	-0.3%
CNC(=O)Nc1ccccc1F	14%	10%	0%	19%	i	0.0	14%	-5%	-0.6%
Cc1ccc2c(c1)C(c1ccccc1)C(=O)O2 (stereo not drawn)	10%	11%	0%	-1%	i	-7.3	3%	-19%	0.3%
CCC(CC)C1C(C#N)=C(N)Oc2n[nH]c(-c3ccccc3)c21 (stereo not drawn)	-15%	4%	-3%	11%	i	2.4	-4%	?	15%
O=C(Nc1cc(Cl)cc(Cl)c1)C(c1ccccc1)N1CCCCC1 (stereo not drawn)	0%	6%	0%	-8%	i	1.1	1%	-3%	0.0%
CNc1cccc(-c2cccc(C(=O)N3CCOCC3)c2)n1	·	12%	·	-5%	i	-0.8	·	19%	-0.5%
S=C(Cc1ccccc1)N1CCOCC1	0%	4%	·	19%	i	-2.4	4%	1%	0.3%
COC(=O)c1c(NC(=O)C2CC(C)=C(C)CC2C(=O)O)sc2c1CCCCC2 (stereo not drawn)	0%	-2%	-1%	-5%	i	1.0	-3%	-10%	2.2%
Cc1cccc(C(=O)NCC(=O)OCC(=O)c2ccc(C)s2)c1	0%	-1%	-1%	6%	i	0.3	1%	-4%	-0.1%
CC1(CCC(=O)N2CCCC(N3CCN(c4ccc(F)cc4)CC3)C2)CC1 (stereo not drawn)	6%	16%	0%	0%	i	1.5	-23%	-7%	2.2%
Cc1cc(S(=O)(=O)Nc2ccc3cn[nH]c3c2)c(C)cc1Cl	-3%	16%	-1%	?	i	-1.4	?	?	0.2%
COc1ccc(NC(=O)c2oc3ccccc3c2NC(=O)C2CCCCC2)c(OC)c1	0%	·	·	·	·	·	-4%	-25%	-0.1%
CC(C)(C)C(=O)Nc1nnc(SCC(=O)Nc2nccs2)s1	2%	3%	2%	3%	i	0.6	0%	-4%	-0.9%
Cc1cc(NC(=O)c2ccc3c(c2)C(=O)N(c2cccc(C)c2C)C3=O)no1	-1%	-4%	-2%	-2%	i	0.7	10%	-3%	0.4%

Shown bar-delimited: part of the list above
SMILES | A549 viability | EPAC2 agonist | Mm-Cpn inhibitor | EPAC2 antag | pAkt inh | CCT chaperon mod | Nrf2 inh | TGFb inhibitor | Nrf2 ARE act
COc1ccc(CSCC(=O)N/N=C/c2ccc(OCC(=O)NCc3ccco3)cc2)cc1 | -13% | 0% | 1% | -2% | i | 0.1 | ? | -2% | 4.1%
Cc1cc(NC(=O)c2ccc3c(c2)C(=O)N(c2cccc(C)c2C)C3=O)no1 | -1% | -4% | -2% | -2% | i | 0.7 | 10% | -3% | 0.4%
O=C(CN1C(=O)COc2ccc(S(=O)(=O)N3CCCC3)cc21)Nc1cccc(F)c1 | 1% | -4% | -1% | -1% | i | 0.7 | 10% | -21% | 0.2%

New compounds follow:
SMILES	A549 viability	EPAC2 agonist	Mm-Cpn inhibitor	EPAC2 antag	pAkt inh	CCT chaperon mod	Nrf2 inh	TGFb inhibitor	Nrf2 ARE act
CN(NC(=O)c1ccccc1)c1ncc(C(F)(F)F)cc1Cl	1%	3%	-4%	1%	i	-1.8	-9%	14%	-0.3%
CCN(CC(=O)Nc1c(F)cccc1F)C(=O)c1cc(S(=O)(=O)N(C)C)ccc1N1CCCC1	2%	4%	-1%	2%	i	0.6	-27%	-4%	0.0%
O=C1OCCN1c1c(-c2ccccc2)c(N2CCOCC2)nc2ccccc12	-7%	8%	·	-3%	i	-2.0	-5%	-54%	-0.1%
COc1ccc(-c2[nH]ncc2CN(C)Cc2cccnc2)c(OC)c1	7%	5%	3%	4%	i	-2.8	0%	9%	2.4%
CCc1ccc(N2CC(C)Cn3c2nc2c3c(=O)n(CCN3CCOCC3)c(=O)n2C)cc1 (stereo not drawn)	-4%	-14%	-3%	0%	i	-1.5	17%	-3%	0.4%
CCC1(C)N=c2c(c(=O)n(C)c(=O)n2C)=NO1 (stereo not drawn)	-1%	-9%	1%	16%	i	3.9	·	-1%	-0.6%
N#Cc1c2c(c(Nc3ccc(F)cc3)n3c1nc1ccccc13)CCCC2	6%	-3%	·	13%	i	-0.1	5%	?	-0.2%
COc1cccc(C2=NOC(C(=O)N3CCN(c4ccccc4)CC3)C2)c1OC (stereo not drawn)	24%	6%	-2%	-16%	i	-1.0	-21%	-4%	-0.6%
O=C(N/N=C/c1cccc([N+](=O)[O-])c1)c1ccncc1	0%	-3%	0%	12%	i	0.7	2%	2%	13µM*
O=C(Nc1cccc([N+](=O)[O-])c1)c1cc2ccccc2cc1O	?	3%	-3%	13%	i	-0.7	?	4µM*	5.8%
OCC1(Cc2ccc(Cl)cc2)CCN(CC2CC=CCC2)CC1 (stereo not drawn)	?	-9%	-3%	11%	i	0.6	2%	-22%	3.6%
Cc1cc(Cl)ccc1N1C(=O)CC(NNC(=O)c2cccnc2)C1=O (stereo not drawn)	2%	11%	2%	5%	i	-3.2	-6%	5%	0.0%
Cc1ccccc1/C(=N\S(=O)(=O)c1ccc(Br)cc1)Nc1ccccc1	·	5%	·	-29%	i	0.8	·	-1%	-0.6%
CC(C)N(CCCNC(=O)C1CCN(C(=O)c2cc3sccc3n2C)CC1)Cc1ccccc1	-18%	7%	-1%	-9%	i	1.6	0%	20%	1.3%

Assay outcomes deposited in PubChem by National Center for Advancing Translational Sciences (NCATS).
